Source: PubChem
AmpC inh no detg: inhibitors of E. coli AmpC beta-lactamase without detergent. Potency, µM (highest dose often 57.1 µM), for the others: at the top dose activity change, negative = inhibition, usual class: inhibitors. hit rate 0.52% among 330,000. AmpC nitrocefin hydrolysis, absorbance 480 nm, 0.0001% Triton;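 note: potency is the fitted concentration of half-maximal effect; plate controls were no compound for no effect and no enzyme for full effect; nearly all actives have a fitted effect of over 20% in size; some results filed as inactive show a strong effect at the top dose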
Target sequence (P00811 whole entry, looked up): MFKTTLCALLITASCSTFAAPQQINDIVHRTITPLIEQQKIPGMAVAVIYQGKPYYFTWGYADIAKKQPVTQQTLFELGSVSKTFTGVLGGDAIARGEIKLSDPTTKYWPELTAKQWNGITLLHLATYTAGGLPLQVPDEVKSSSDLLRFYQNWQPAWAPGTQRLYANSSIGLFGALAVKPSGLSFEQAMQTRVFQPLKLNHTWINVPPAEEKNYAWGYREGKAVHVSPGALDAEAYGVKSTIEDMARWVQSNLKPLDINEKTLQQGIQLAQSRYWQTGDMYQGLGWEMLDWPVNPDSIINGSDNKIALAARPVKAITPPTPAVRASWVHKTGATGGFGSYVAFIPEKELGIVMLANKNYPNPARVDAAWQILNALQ
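20 mM phosphate pH 7.0 + 0.01% (detergent screen) or 0.0001% Triton X-100; 5.3 nM AmpC reagent; cpd preinc 15 min RT; nitrocefin (800 uM stock) to start; A480 q20 s × 4 min; Activity was normalised to no-enzyme and no-compound control wells.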
AMA1 RON2 block: AMA1-RON2 (P. falciparum) interaction inhibition; AlphaScreen AMA1-biotinylated RON2 peptide binding; hit rate 0.2% among 360,000; Potency, µM (series often up to 58.2 µM), without a hit: at the top dose activity change, negative = inhibition, actives largely listed as inhibitors;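 note: potency is the fitted concentration of half-maximal effect; 0% = vehicle wells and -100% = peptide control; nearly all actives have a fitted effect of over 45% in size; some results filed as inactive show a strong effect at the top dose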
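AMA1 (3D7) with his tag at 25 nM final met compounds first, then biotinylated RON2 peptide at 25 nM; detection used donor plus acceptor beads, 10 µg/mL apiece, read by AlphaScreen after 30 min at room temperature.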
HCMV antiviral: inhibitors of human cytomegalovirus | HFF cells, HCMV-luciferase reporter, 72 h; hits give low values | activity change, negative = inhibition, % at 57.5 µM | hit rate 4.5% among 410,000 | AID 1259415; in the data active = activity change below about -60%; inconclusive = no clear call, values can overlap the other calls; inactive = above about -39%; note: % is set by controls: 0 for no effect and ±100 for the full control effect
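Steps: HFFs plated, 16 h 37C; compounds added; HCMV-luciferase added to MOI 1 PFU/cell; 72 h 37C; OneGlo reagent, 5 min room temperature; luminescence read, normalized to controls.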
CHX counter: counter-screen for Shiga toxin inhibitors: cycloheximide protein synthesis inhibition. cell reporter, cycloheximide protein synthesis inhibition counterscreen. max response, %. hit rate 12% among 300,000. AID 2314; in the data active = max response mostly above about 13%, no sharp cut-off; inactive = mostly below about 14%; note: read at 38.3 µM for the half of the compounds with a filed dose; 0% is about no effect
Giardia FBPA inh: Giardia lamblia aldolase inhibition; A8B2U2; purified Giardia FBPA; Potency, µM (titrated, usually from 59.6 µM), without a hit: at the top dose activity, negative = inhibition, most hits filed as inhibitors; hit rate 0.71% among 290,000; note: potency is the fitted concentration of half-maximal effect; % is set by controls: 0 for no effect and ±100 for the full control effect; nearly all actives have a fitted effect of over 55% in size
Target sequence (A8B2U2 whole entry, looked up): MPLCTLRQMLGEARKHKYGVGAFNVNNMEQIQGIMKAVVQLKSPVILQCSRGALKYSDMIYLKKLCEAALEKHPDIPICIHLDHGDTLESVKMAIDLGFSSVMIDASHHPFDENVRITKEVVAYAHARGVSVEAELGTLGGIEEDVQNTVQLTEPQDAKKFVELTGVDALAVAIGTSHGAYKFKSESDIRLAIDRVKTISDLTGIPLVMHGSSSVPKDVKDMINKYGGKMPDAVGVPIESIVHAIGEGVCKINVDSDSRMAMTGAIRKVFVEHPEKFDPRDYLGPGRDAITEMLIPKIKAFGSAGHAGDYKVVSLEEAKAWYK
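Giardia FBPA (40 nM reagent) was preincubated 10 min at RT with compound (up to 57.5 uM final), then substrate plus GAPDH/TPI/NAD/arsenate coupling system with diaphorase/resazurin was added; resorufin fluorescence (525/598 nm) was read after 20 min.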
Shiga inhibitor: inhibitors of Shiga toxin in Vero cells. inhibition, % at 38.7 µM. hit rate 9.2% among 290,000. Vero cells, Shiga toxin protein synthesis inhibition reporter; in the data active = inhibition mostly above about 28%, no sharp cut-off; inactive = mostly below about 43%; note: 0% is about no effect
AmpC inh detg: inhibitors of E. coli AmpC beta-lactamase with detergent. P00811. AmpC hydrolysis of nitrocefin, absorbance 480 nm, 0.01% Triton. Potency, µM (top dose mostly 114 µM), for the others: at the highest dose activity change, negative = inhibition, most hits filed as inhibitors. hit rate 0.041% among 370,000;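 note: potency is the fitted concentration of half-maximal effect; 0% = no-compound wells and -100% = no-enzyme wells; nearly all actives have a fitted effect of over 25% in size; some results filed as inactive show a strong effect at the top dose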
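AmpC (5.3 nM in the dispensed reagent) in 20 mM phosphate pH 7.0 with 0.01% (detergent screen) or 0.0001% Triton X-100 was preincubated with compounds for 15 min at room temperature. Nitrocefin was then added from an 800 uM solution, and hydrolysis was followed at 480 nm.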
An asterisk follows results filed as active; ? = inconclusive; / = not tested or not shown; + = active, no number; & = joins results of further samples; [ ] = remark or other dose. Unless noted, calls come from the whole dose curve; as a rule, active = well fitted curve in the direction sought with a large enough effect; inconclusive = small, poorly fitted or top-dose-only effect, or another doubt; inactive = no such curve, though single readings can be large; an effect the other way counts as inactive or inconclusive.

SMILES	AmpC inh no detg	AMA1 RON2 block	HCMV antiviral	CHX counter	Giardia FBPA inh	Shiga inhibitor	AmpC inh detg
CS(=O)(=O)N(CC(=O)N1CCOCC1)c1cccc([N+](=O)[O-])c1	-14%	0%	-32	-2	3%	9	-2%
CCC1CN(C(=O)N2CCC(C(=O)NCc3ccco3)CC2)c2ccccc2O1 (stereo unspecified)	31%	-9%	-5&-14	-11	/	-7	1%&17%
COc1cccc(CNn2c(-c3cccc(C)c3)nc3ccccc3c2=O)c1	3%	-4%	-73*	19*	-6%	24	-2%
CCOCCCN(C(=O)CCC(=O)Nc1cc(C)on1)C(C(=O)NC(C)(C)C)c1ccccc1Cl (stereo unspecified)	49%	-13%	-28	-1	7%	-9	-6%
CC1(C(=O)NC2CCCC2)CCC(=O)N1Cc1ccccc1Cl (stereo unspecified)	-12%	-6%	22	0	5%	-7	2%
CC(C)Cn1c(=O)[nH]c2ccccc21	-7%	6%	2	-5	0%	-10	-10%
CCCc1cc(C(N)=O)c(NC(=O)C2CCCO2)s1 (stereo unspecified)	-28%	7%	-34	8	-11%	0	?
Cc1ccc(C(=O)N/N=C\c2cc3c(cc2Br)OCO3)cn1	-3%	7%	-33	-3	11%	-1	-10%
O=C(O)c1cccc(N=C2NC(=O)C(CO)(CO)S2)c1	-6%	14%	8	2	-20%	/	?
CS(=O)(=O)c1ccc(Cl)c(NC(=O)c2ccc3ccccc3c2)c1	-7%	-3%	-13	-1	4%	-12	-2%
O=C(O)CCCCCN1C(=O)C(O)=C(C(=O)/C=C/c2ccccc2)C1c1cccc([N+](=O)[O-])c1 (stereo unspecified)	-11%	7%	-29	-2	?	5	-5%
C=CCN1CCN(C(=O)c2ccc(-c3ccccc3)cc2)CC1	35%	5%	36	-3	3%	-6	-6%
CCOP(=S)(OCC)C(O)CCCCCn1c(=O)c(F)cn(C2CCCO2)c1=O (stereo unspecified)	58%	-3%	-3	1	-4%	/	-18%
N#CC1=C(N)OC2=C(C(=O)CCC2)C12CCN(C(=O)OCc1ccccc1)CC2	-11%	4%	22	6	-4%	2	?
CC(=O)N1CCN(C2=Nc3cccc4cccc2c34)CC1	-8%	-2%	-3	8	4µM*	12	-9%
O=C(NCCC1CCCCN1S(=O)(=O)c1ccccc1)C(=O)NCc1cccnc1 (stereo unspecified)	-6%	15%	-21	/	/	/	0%
CCOc1ccc(Nc2ncnc3c2cnn3-c2ccccc2)cc1	-7%	-1%	-28	-3	5%	3	?
COc1ccc(CNc2ccc3c(c2)CCC3)cc1Br	-17%	-15%	7	41*	?	70*	2%
CC(C)Nc1nc(Cl)nc(NNC(=O)C(C)Oc2ccccc2)n1 (stereo unspecified)	-10%	83%[activator]	3	-3	4%	-20	-1%
CSc1ccc(-c2nnn(Cc3ccc(C)cc3)n2)cc1	-17%	5%	55	21*	-1%	24	-1%

For reference, part of the list above.
SMILES	AmpC inh no detg	AMA1 RON2 block	HCMV antiviral	CHX counter	Giardia FBPA inh	Shiga inhibitor	AmpC inh detg
CC(=O)N1CCN(C2=Nc3cccc4cccc2c34)CC1	-8%	-2%	-3	8	4µM*	12	-9%
O=C(NCCC1CCCCN1S(=O)(=O)c1ccccc1)C(=O)NCc1cccnc1 (stereo unspecified)	-6%	15%	-21	/	/	/	0%
CCOc1ccc(Nc2ncnc3c2cnn3-c2ccccc2)cc1	-7%	-1%	-28	-3	5%	3	?

More records:
SMILES	AmpC inh no detg	AMA1 RON2 block	HCMV antiviral	CHX counter	Giardia FBPA inh	Shiga inhibitor	AmpC inh detg
CCSc1nnc(NC(=O)CSc2sc3c(O)cc(=O)[nH]c3c2C#N)s1	?	7%	-5	-4	?	-5	3%
CCC1(CC)Nc2ccccc2C(=O)N1c1ccc(NC(C)=O)cc1	-12%	3%	32	12*	0%	17	-12%
O=C(NN1CCOCC1)c1cnn2c(C(F)F)cc(-c3ccccc3)nc12	0%	0%	31	-3	0%	7	-1%
Cc1ccc(NC(=O)c2cc(C)on2)cc1	-1%	7%	43	56*	1%	62	-2%
O=C(COc1ccc(Br)cc1)OCCN1CCCCC1	-7%	-23%	18	9	?	16	2%
S=c1[nH]ncn2c1cc1oc3ccccc3c12	-11%	31%[activator]	28	11	3%	40	-9%
CCS(=O)(=O)NCC(c1cccnc1)N1CCN(c2ccc(F)cc2)CC1 (stereo unspecified)	4%	2%	-30	-1	6%	-13	-7%
CC(=O)Nc1ccc(NC(=O)C(C)OC(=O)c2oc3ccccc3c2C)cc1 (stereo unspecified)	0%	17%	-28	/	/	/	8%
O=C(Nc1ccc2[nH]c(=O)[nH]c2c1)c1ccc([N+](=O)[O-])o1	-18%	-3%	0	/	/	/	5%
Cc1cc(C(=O)N2CCOCC2)n(-c2ccccc2)n1	-3%	12%	-8	5	-4%	8	10%
Cc1nn(CC(=O)Nc2nnc(C(C)C)s2)c(=O)c2ccccc12	-34%	2%	-29	-6	10%	19	-2%
CCc1ccc(CN(C)C(=O)C2CCC(=O)N(CCCN3CCCC3=O)C2)cc1 (stereo unspecified)	3%	-2%	-2	2	11%	-10	-13%
O=C(COC(=O)c1ccccc1[N+](=O)[O-])Nc1nnc(-c2ccccc2)o1	-29%	68%[activator]	-12	/	/	/	-12%
O=C(CSc1nnc(Cc2ccccc2)o1)N1CCCC1	-11%	-14%	1	16	0%	21	4%
C/C(=N\NC(=O)C(C)Nc1cccc(Cl)c1)c1ccc([N+](=O)[O-])cc1 (stereo unspecified)	-13%	-18%	1	-2	3%	-5	-13%
COc1cc(/C=N/n2cnnc2)ccc1OCc1ccc(C)cc1	24%	-8%	95	37	-16%	79	5%
CC(C)NC(=O)c1ccc2c(c1)N(CC(=O)Nc1ccccc1F)C(=O)C(C)(C)O2	1%	6%	28	-4	2%	-11	4%
S=C(NCc1ccco1)Nc1ccc(Cl)cc1Cl	-30%	-1%	-74*	22*	-7%	+	-8%
COc1ccc(/C=C/C(=O)Nc2cccc(S(=O)(=O)N3CCOCC3)c2)cc1OC	86%[activator]	21%	4	/	/	/	-6%
COc1ccc(C(=O)NC2CCN(CC(=O)NCc3ccccc3)CC2)cc1	-7%	-7%	-5	-5	/	2	4%
Nc1ccn(Cc2ccccc2F)n1	3%	0%	-40	2	-3%	-3	3%
O=[N+]([O-])c1ccc(Cl)c(S(=O)(=O)Nc2ccc3cn[nH]c3c2)c1	-21%	-5%	13	/	/	/	/
O=c1[nH]cc(-c2ccc(Br)cc2)n1Cc1ccccc1	-2%	-25%	-23	-3	12%	-1	4%
O=C(Nc1ccccn1)C(=O)Nc1ccccn1	-17%	-2%	-12	30*	1%	39*	0%
NC(=O)CN(N=Nc1cccc([N+](=O)[O-])c1)c1cccc([N+](=O)[O-])c1	-28%	-3%	16	1	2%	-23	2%
O=C(Nn1c(Cc2ccccc2)nc2ccccc2c1=O)c1c(O)c2cccc3c2n(c1=O)CCC3	-12%	104%[activator]	-66*	-3	8%	-7	5%
CCNC(=O)CCSc1nc(C)cc(C)n1	1%	-3%	0	7	0%	-14	-10%
O=c1c(S(=O)(=O)c2ccc(Cl)cc2)cn(Cc2ccccc2)c2ccc(F)cc12	-12%	16%	-16	-4	1%	-10	6%
C/C(=N\NC(=O)C(=O)Nc1cccc(Cl)c1)c1ccncc1	-21%	21%	-38	-1	5%	-5	-5%
Cc1noc(C)c1COC(=O)CCC(=O)c1ccc(F)cc1	-5%	5%	-32	-7	2%	-12	?
COc1ccc(C)cc1S(=O)(=O)Nc1cccc(SC)c1	-14%	-2%	-8	1	-6%	-22	?
Cc1ccc(NC(=O)c2cc(S(=O)(=O)NCCc3ccccc3)ccc2F)cc1Cl	?	12%	-12	-4	5%	-11	1%
Clc1cccc(OCCN2CCN(CCOc3cccc(Cl)c3)CC2)c1	140%[activator]	18µM*	-96*	0	-20%	-13	?
CCC(C)SCC(=O)Nc1ccc(S(=O)(=O)N2CCOCC2)cc1OC (stereo unspecified)	33%	-9%	-30	-2	7%	27	-2%
CCOC(=O)C1=C(C)NC2=C(C(=O)CCC2)C1c1cccs1 (stereo unspecified)	-15%	-7%	-13	1	0%	-19	2%
COc1ccc(N(CC(=O)NC(C)C)S(=O)(=O)c2ccc(NC(C)=O)cc2)cc1	1%	-4%	-13	-2	2%	-10	-2%
COc1cc(/C=N/NC(=O)c2ccncc2)ccc1OC(=O)c1cccc(Br)c1	139%[activator]	3%	32	-1	/	-10	-9%
COc1ccc(NC(=O)/C(Cl)=C(/Cl)S(=O)Cc2ccccc2Cl)cn1 (stereo unspecified)	-30%	-15%	/	-10	-1%	-10	0%
COc1ccc(NS(=O)(=O)c2ccc(O)c(NS(=O)(=O)c3ccc(NC(C)=O)cc3)c2)cc1	-25%	98%[activator]	-7	/	/	/	/
Cc1nc2sccn2c(=O)c1Cl	0%	-12%	44	-2	4%	-6	4%
CC(C)CN(CCC(=O)O)CC(C)C	-5%	-7%	?	1	6%	-13	1%
COc1ccc(NC(=O)COc2cccc(-n3cnnn3)c2)cc1Cl	-20%	-19%	-11	/	/	/	-14%
CCOC(=O)c1c(CNc2ccncc2)n(C)c2cc(Br)c(O)cc12	-23%[11.4 µM]	-5%	-26	-1	-1%	-7	1%
CCN1CCN(c2ccc(NC(=O)c3ccc(F)cc3)cc2Cl)CC1	-23%	-2%	12	30*	-8%	43*	5%
COc1cccc(C2C(C(=O)c3cccs3)=C(O)C(=O)N2CCCn2ccnc2)c1OC (stereo unspecified)	-6%	/	/	-1	-6%	-4	-9%
COc1ccc(CNC(=O)C[C@H]2C(=O)N(C3CCCCC3)C[C@@H]2Cc2ccccc2)cc1	34%	-4%	-2	-3	3%	11	-9%
O=C(/C=C/c1cccs1)NCc1ccc2c(c1)OCO2	-19%	-11%	52	37*	-2%	34*	-8%
CCc1ccc(OCC2Cn3c(nc4c3c(=O)[nH]c(=O)n4C)O2)cc1 (stereo unspecified)	3%	-6%	14	-1	13%	-3	?
CC(Sc1nc(-c2ccc(F)cc2)cs1)C(=O)Nc1ccc(Cl)cn1 (stereo unspecified)	-26%	1%	-32	-1	3%	-10	-13%
CCC(C)c1ccc(NC(=S)N2CCN(S(C)(=O)=O)CC2)cc1 (stereo unspecified)	7%	7%	24	2	0%	-1	1%
FC(F)(F)Oc1ccc(NC(=S)Nc2ccc(OC(F)(F)F)cc2)cc1	-26%	89%[activator]	-16	5	-3%	16	-9%

Profiles from above. Order of values: AmpC inh no detg, AMA1 RON2 block, HCMV antiviral, CHX counter, Giardia FBPA inh, Shiga inhibitor, AmpC inh detg
Record of CCN1CCN(c2ccc(NC(=O)c3ccc(F)cc3)cc2Cl)CC1 → -23%, -2%, 12, 30*, -8%, 43*, 5%
Record of FC(F)(F)Oc1ccc(NC(=S)Nc2ccc(OC(F)(F)F)cc2)cc1 → -26%, 89%[activator], -16, 5, -3%, 16, -9%
Record of COc1ccc(CNC(=O)C[C@H]2C(=O)N(C3CCCCC3)C[C@@H]2Cc2ccccc2)cc1 → 34%, -4%, -2, -3, 3%, 11, -9%
